PI4K2A inh: inhibitors of human PI4K2A; Q9BTU6; purified PI4K2A, ADP-Glo luminescence, 1 h; hits give low values; activity change, negative = inhibition, % at 76.9 µM; 0.13% of 420,000 active; AID 1346378; in the data active = activity change below about -50%;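 note: -100% = wells without enzyme as full effect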
Target sequence (Q9BTU6 whole entry, looked up): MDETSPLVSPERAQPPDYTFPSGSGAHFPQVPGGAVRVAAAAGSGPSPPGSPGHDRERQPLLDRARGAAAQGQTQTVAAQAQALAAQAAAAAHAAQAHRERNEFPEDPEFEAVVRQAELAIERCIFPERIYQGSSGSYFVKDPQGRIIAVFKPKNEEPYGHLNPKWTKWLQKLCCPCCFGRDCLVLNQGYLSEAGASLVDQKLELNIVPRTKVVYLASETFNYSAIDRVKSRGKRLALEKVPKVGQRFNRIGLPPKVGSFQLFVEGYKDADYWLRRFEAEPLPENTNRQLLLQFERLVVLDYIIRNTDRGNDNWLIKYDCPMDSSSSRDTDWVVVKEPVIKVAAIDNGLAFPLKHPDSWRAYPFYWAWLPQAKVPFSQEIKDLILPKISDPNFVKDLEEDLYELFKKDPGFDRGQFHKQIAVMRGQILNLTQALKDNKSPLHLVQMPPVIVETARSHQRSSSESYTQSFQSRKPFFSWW
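In this quantitative HTS, ADP production by PI4K2A was quantified luminescently after 1 h at ambient temperature; 100 microM adenosine served as plate-quality control.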
* hit, by the source's call. A portion of the library, so the mix of outcomes need not match the whole.

molecule | PI4K2A inh
CCOC(=O)[C@]12CCCC=C1N(Cc1ccc(OC)cc1)C(=O)[C@@H]2CC(=O)NCc1ccc(C)o1 | 4
O=c1[nH]nc2c3ccccc3occ1-2 | 1
Cc1ccc(S(=O)(=O)C[C@@H]2OC[C@H](Cc3ccccc3)N2S(=O)(=O)c2ccc(C)cc2)cc1 | 4
O=C(CN(CCc1ccccc1)S(=O)(=O)c1ccc(Cl)s1)N1CCOCC1 | -2
CNC(=O)CCc1nc(-c2ccc(C(C)C)cc2)no1 | -4
Cc1ccc(-c2nc(C3CCCN(S(=O)(=O)c4ccc(C)c(C)c4)C3)no2)cc1 (centres undefined) | 2
CC1(C)CC2CN(Cc3ccccc3)S(=O)(=O)N2C1 (centres undefined) | -3
COc1ccc(C(=O)C2(C(=O)Nc3cc(C)cc(C)c3)CC(c3ccccn3)=NO2)cc1 (centres undefined) | 6
Cn1c(=O)c2[nH]c(SCC(=O)N3CCN(c4cccc(C(F)(F)F)c4)CC3)nc2n(C)c1=O | 0
O=C(CN1C(=O)C2(OCCCO2)c2ccccc21)NCc1ccccc1Cl | 7
O=c1[nH]c2cc(Br)c(Br)nc2[nH]1 | -4
COc1ccc(C(C(=O)NC2CCCC2)n2c(CSCCOc3ccccc3)nc3ccccc32)cc1 (centres undefined) | -3
COC(=O)[C@H](Cc1ccccc1)NC(=O)[C@H]1C[C@@]2(N3CCCC3)c3ccccc3N(C(=O)OC(C)(C)C)[C@H]2N1C(=O)OC(C)(C)C | -2
CC(=O)OC12CCCN(C1)/C(=C/c1ccccc1)C2 (centres undefined) | 0
CCCC1CCC2(CC1)CCC2OC(=S)Nc1cccc(Cl)c1 (centres undefined) | 8
O=C(N[C@@H](Cc1ccccc1)C(=O)NCP(=O)(O)OC(Cc1ccccc1)C(=O)O)OCc1ccccc1 (some centres undefined) | -3
CC(C)NC(=O)N[C@H]1C[C@@H]2O[C@@H](CO)CC[C@@H]2O[C@@H]1CCc1ccc(-c2ccccc2F)cc1 | 2
Cc1ccc(C)c(NC(=O)CSc2nc(C)cc(=O)[nH]2)c1 | -1
COc1ccc(C2C(C(=O)N3CCN(C=O)CC3)CC(=O)N2c2ccc(OC)cc2)cc1 (centres undefined) | -3
COc1ccccc1NC(=O)OC1CC2CC1[C@H]1CCCCN1[C@H]2C (some centres undefined) | -2
Cc1cc(NC(=O)OC(C)(C)C)c(-n2nnnc2C(C(=O)c2ccccc2)N2CCOCC2)cc1C (centres undefined) | -3
COC(=O)C1CN(C2CCCC2)CCS(=O)(=O)N1Cc1ccc(F)cc1 (centres undefined) | 2
COc1ccc(-n2c(SCC(=O)NNC(=S)Nc3ccc(C)cc3)nnc2-c2ccccc2)cc1 | 3
O=C(O)C1=CCC(c2ccc(Cl)c(Cl)c2)N(S(=O)(=O)c2ccc(F)cc2)C1c1cccc(F)c1 (centres undefined) | -8
CCCC[C@@H]1C(=O)N2N=Cc3cscc3[C@H]2N2N=Cc3cscc3[C@@H]12 | -4
CCOC(=O)CC[C@H]1CC[C@]2(CCCN(C(=O)C3CCCC3)C2)O1 | 0
CN1[C@@H](Cc2ccccc2)COc2cc(N3CCCC3)ccc2S1(=O)=O | -1
Cc1nc(N2CCCCC2C)c2nnn(Cc3ccccc3)c2n1 (centres undefined) | -1
O=C(C[C@H]1CC[C@H](NC(=O)Nc2ccccc2F)[C@@H](CO)O1)NCc1ccc(-c2ccccc2)cc1 | -2
COc1ccc(-n2c(SCC(=O)Nc3ccccc3-c3ccccc3)nnc2-c2cccnc2)cc1 | 6
C#CCNC(=O)C[C@H]1C[C@@]2(C(=O)OC)C(=C[C@H](C3CCCC3)O[C@@H]2C)N(CCc2ccc(OC)c(OC)c2)C1=O | -1
Cc1cccc(C)c1NC(=O)C(CCc1ccccc1)N1CCN(C)CC1 (centres undefined) | 5
O=S1(=O)c2ccc(N3CCC[C@H]3CO)cc2O[C@@H]2CCN1C2 | -3
C=CCn1c(SCC(=O)O)nnc1-c1ccco1 | -3
CCC(C)[C@@H](C(=O)OC)N(CCc1cn(Cc2ccccc2)nn1)S(=O)(=O)c1ccccc1Br (some centres undefined) | 1
COC(=O)c1cnn(-c2ccc(Cl)cc2)c1/C=N/NC(=S)Nc1ccccc1 | 4
Cc1ccc(-n2c(SCC(=O)Nc3ccc(OCc4ccccc4)cc3)nnc2-c2ccccc2)cc1 | 6
CCCCC/C(C=O)=C\c1ccccc1 | 2
O=C(Nc1cc(S(=O)(=O)N2CCOCC2)ccc1N1CCCC1)c1cc2c(s1)CCCC2 | -2
Brc1ccc(CSc2nnc(SCc3ccccc3)s2)cc1 | 4
CCOC(=O)CC[C@H]1CC[C@]2(CCCN(C(=O)c3ccco3)C2)O1 | 3
COc1ccccc1-c1cn(CC[C@@H]2CC[C@H](NC(=O)C3CCC3)[C@@H](CO)O2)nn1 | -7
Cc1c[nH]c2cccc(-c3ccc(Cl)cc3)c12 | 6
CCOC(=O)[C@]12CCCC=C1N(CCC1=CCCCC1)C(=O)[C@H](CC(=O)NCc1ccccc1)C2 | -4
CCOC(=O)C(=O)N1CCC(C(=O)NC2CCCc3ccccc32)CC1 (centres undefined) | -2
CC(C)(C)NC(=O)C(c1cccnc1)N(C(=O)c1cnc[nH]1)c1ccc(C(C)(C)C)cc1 (centres undefined) | -8
O=C(Nc1nc2ncccn2c1-c1ccc(F)c(F)c1)c1ccc(F)cc1 | -5
CC(C)[C@@H](NC(=O)OC(C)(C)C)c1cc(C(=O)c2c(-c3ccccc3)[nH]c3ccccc23)c(N)s1 | -9
N#Cc1cccc(NC(=O)OCCN2C(=O)CCC23CCC(c2ccc(Cl)cc2)CC3)c1 (centres undefined) | 1
O=C(Nc1ccccc1)n1ccc2ccc(-c3ccc4cc[nH]c4c3)cc21 | -8

(list continues)
molecule | PI4K2A inh
COC(=O)C[C@H]1C=C[C@H](NC(=O)Nc2ccccc2F)[C@@H](CO)O1 | -1
O=C(NCCc1ccccc1)OCc1cn(-c2ccc(F)c(F)c2)nn1 | 2
O=[N+]([O-])c1ccc(Cl)c(CN2CCN(c3ncc(Cc4ccccc4)cn3)CC2)c1 | -6
CCCCN1CCS(=O)(=O)N(Cc2cn(Cc3cccc(Cl)c3)nn2)C(C(=O)OC)C1 (centres undefined) | -4
CCOC(=O)CC[C@@]1(C(=O)OCC)C[C@@H](CC(=O)N2CCSCC2)C(=O)N2CCCC=C21 | -5
COC(=O)C1(C(=O)OC)C[C@H](c2cccs2)N(Cc2ccccc2OC)[C@@H]1c1ccc(F)cc1 | -3
COC(=O)[C@]12C[C@H](CC(=O)NCc3ccc(OC)c(OC)c3)C(=O)N(Cc3ccco3)C1=C[C@H](C(C)(C)C)O[C@@H]2C | -1
CCC(C(=O)NCc1ccccc1)n1c(-c2ccc3c(c2)CCO3)nc2ccccc21 (centres undefined) | 2
CCCCCNC(=O)c1nc(-c2c(F)cccc2F)oc1-c1ccccc1 | -1
CN(C)Cc1cn(-c2ccc(-c3noc4c3C(=O)N(CC(=O)N3CCOCC3)CC4)cc2)nn1 | -4
COc1ccc(Cn2cc(COC(=O)N(C)Cc3ccccc3)nn2)cc1 | 6
CCOC(=O)[C@]12CCCC=C1N(CCc1ccc(Cl)cc1)C(=O)[C@@H]2CC(=O)NCCC(C)C | -1
CCCCCNC(=O)C(c1ccc(OC)cc1)n1c(=O)c(-c2cc3ccccc3[nH]2)nc2ccccc21 (centres undefined) | -3
CC(C)[C@H]1/C(=C/C2CC2)N2C(=O)C[C@H](c3ccccc3)N=C2N1C | -3
Cc1ccccc1C(=O)NC1CCCCN(Cc2ccc(Cl)cc2)C1=O (centres undefined) | 0
CCCC[C@H]1C2CC(OC(=O)Nc3ccccc3)C(C2)[C@H]2CCCCN21 (some centres undefined) | -2
Cn1cccc1[C@]1(O)C(=O)Nc2ccc(F)cc21 | 1
O=C(Nc1ccc2ccccc2c1)C(c1ccccc1F)n1c(=O)c(-c2cc3ccccc3[nH]2)nc2ccccc21 (centres undefined) | 2
CC(C)c1cc(Cn2c3ccccc3c(=O)n2C(C)Cn2cc(CCCC#N)nn2)on1 (centres undefined) | -3
C=CCN1C(=O)[C@@H](CC(=O)NCCCC)[C@]2(C(=O)OCC)CCCCC/C=C/12 | -1
Nc1[nH]c(C(=O)c2ccccc2)c(-c2ccc(Cl)cc2)c1C(=O)NCCC1=CCCCC1 | -2
COc1ccc(/C=C2\CC3(OC(=O)c4ccc(F)cc4)CCCN2C3)cc1 (centres undefined) | 4
COc1ccc(C2=Nc3ccccc3N(C(=O)c3cc(Cl)cc(Cl)c3)C2C(=O)NCc2ccccc2)cc1 (centres undefined) | 4
O=C(NCc1ccccc1)C(CCc1ccccc1)n1c(=O)c(-c2cc3ccccc3[nH]2)nc2ccccc21 (centres undefined) | -1
N#Cc1cc(NC(=O)C(=O)O)c(Cl)c(NC(=O)C(=O)O)c1 | -2
O=S(=O)(c1ccccc1)N1CCC(c2nc3ccccc3o2)CC1 | -3
COP(=O)(O)C(C)NC(=O)OCc1ccccc1 (centres undefined) | -7
CCOC(=O)N1CCN(C(C(=O)NC2CCCC2)C(C)C)CC1 (centres undefined) | -1
Cc1ccc(S(=O)(=O)N2CC3C(=O)C[C@@H](c4ccccc4)N(S(=O)(=O)c4cccc(Cl)c4)C3CC2c2ccccc2)cc1 (some centres undefined) | -6
O=c1c2cc3cc(Cl)ccc3nc2ncn1N1CCCCC1 | -6
CCC(C)CN1C(=O)CN(S(C)(=O)=O)CC1(C)C(=O)NCc1ccccc1 (centres undefined) | 7
COC(=O)C[C@@H]1CC[C@H](NC(=O)c2ccc3c(c2)OCO3)[C@@H](CO)O1 | -2
CN(C)CC(=O)N[C@@H]1C[C@@H]2O[C@@H](CO)CC[C@@H]2O[C@@H]1CCc1ccc(C#Cc2ccccc2)cc1 | -6
COc1cc(O)c(C(CC(=O)N2CC(C)OC(C)C2)c2ccc3c(c2)OCO3)c(OC)c1 (centres undefined) | -3
O=c1c(-c2ccco2)nc2ccccc2n1C(c1ccccc1)c1nc2ccccc2[nH]1 (centres undefined) | -4
CCC(c1ccc(NC(=O)OC(C)(C)C)cc1)c1cc(OC)cc(OC)c1 (centres undefined) | 2
CCOC(=O)C1=CCC(c2ccccc2)N(S(=O)(=O)c2ccc(C)cc2)[C@H]1CC (some centres undefined) | 0
CC1CCC2(CC1)CCN(CCCOC(=O)Nc1cccc(F)c1)C2=O (centres undefined) | -2
C=CCN1C(=O)[C@H](CC(=O)N2CCSCC2)[C@@]2(C(=O)OCC)CCCC=C12 | 2
CCCC(C)C(=O)NC1CCCCN(Cc2ccccc2C)C1=O (centres undefined) | 1
CCOC(=O)/C=C/c1cc(F)ccc1O | -1
CC(C)N(C(N)=NC(=O)OCc1ccccc1)C(C)C | 3
COC(=O)[C@]12C[C@H](CC(=O)NCC3CCCCC3)C(=O)N(Cc3cccc4ccccc34)C1=C[C@H](C(C)C)O[C@@H]2C1CC1 | -1
CCCCNC(=O)c1nc(-c2cccnc2OC)oc1-c1ccc(Cl)cc1 | -2
COc1ccc2c(c1)CNC2CS(=O)(=O)NCc1ccc(F)cc1 (centres undefined) | -3
Cc1ccc(-n2c(SCC(=O)Nc3ccc(Oc4ccccc4)cc3)nnc2-c2cccc(C)c2)cc1 | 2
O=C1CCC2(CCCCC2)N1CCCO | 6
COC(=O)[C@]12C[C@H](CC(=O)NCc3ccc(OC)c(OC)c3)C(=O)N(CCc3ccc(OC)c(OC)c3)C1=C[C@H](COCc1ccccc1)O[C@@H]2C | -4
O=S1(=O)c2ccc(N3CC[C@@H](O)C3)cc2O[C@H]2CCN1C2 | -2
COc1ccc(CSc2nnc(-c3cccc(C)c3)n2C)cc1 | -2

An excerpt from above in order of the PI4K2A inh value, highest first:
molecule | PI4K2A inh
O=C1CCC2(CCCCC2)N1CCCO | 6
CC(C)N(C(N)=NC(=O)OCc1ccccc1)C(C)C | 3
CCOC(=O)N1CCN(C(C(=O)NC2CCCC2)C(C)C)CC1 (centres undefined) | -1
CN(C)CC(=O)N[C@@H]1C[C@@H]2O[C@@H](CO)CC[C@@H]2O[C@@H]1CCc1ccc(C#Cc2ccccc2)cc1 | -6

3 of the compounds above, with each value named:
CCCC(C)C(=O)NC1CCCCN(Cc2ccccc2C)C1=O (centres undefined)
  PI4K2A inh: 1
CCOC(=O)/C=C/c1cc(F)ccc1O
  PI4K2A inh: -1
CC(C)N(C(N)=NC(=O)OCc1ccccc1)C(C)C
  PI4K2A inh: 3

More compounds.
molecule | PI4K2A inh
C=CCNC(=O)c1ccsc1N | -4
C[C@@H]1CCN(C2CC2)S(=O)(=O)c2c(cccc2N2CCC[C@H]2CO)O1 | -2
COc1cc(C(=O)C(=O)N2CCN(c3ccccc3)CC2)cc2ccccc12 | -3
O=C(Nc1cc(Cl)cc(Cl)c1)OCCN1CCCC12CCC(c1ccccc1)CC2 (centres undefined) | -3
